Compound activity (PubChem BioAssay)
ROCK2 inh: inhibitors of human ROCK2 kinase, primary screen, biochemical, high-throughput, luminescence; Rho-associated protein kinase 2 (Homo sapiens), O75116; purified ROCK2, Kinase-Glo ATP depletion luminescence; inhibition, % at 6 µM; 0.35% of 60,000 active;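 active = inhibition above the screen-wide mean inhibition plus 3 SD, cut at about 18% in these data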;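 also: plate controls were DMSO wells for no effect and Y-27632 control wells after no-enzyme background subtraction for full effect; many of its hits are not listed in these tables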
Cdc25B inh: inhibitors of Cdc25B phosphatase catalytic domain, primary screen, biochemical, OMFP fluorescence; M-phase inducer phosphatase 2 (Homo sapiens), P30305; recombinant Cdc25B, OMFP fluorescence Ex485/Em525; inhibition, %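 (compounds tested at 10 µM final in the well)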; 0.1% of 65,000 active; in the data active = inhibition above about 50%
Autofluor 339: intrinsic fluorescence of library compounds, ex339/em460 – biochemical, MLSMR library, data from DPM-DC assay, artefact control, profiling panel; fluorescence fold increase at 10 µM; compound autofluorescence, ex339/em460 nm, NADH buffer; hits give high values; 1 = no-compound wells, NADH background; 5.5% of 65,000 active; AID 709, 2007;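 active = at 10 µM, mean starting fluorescence two-fold or more over control wells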;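 also: signal is the first read of a kinetic run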
DUSP1 inh: MKP-1 phosphatase inhibitors, primary screen, biochemical, in vitro | Dual specificity protein phosphatase 1 (Homo sapiens), P28562 | recombinant MKP-1, OMFP hydrolysis fluorescence | inhibition, %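 (compounds tested at a single concentration somewhere between 10 and 100 µM)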 | 0.15% of 65,000 active;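 active = inhibition above about 50%, limit read from the data; inconclusive = inhibition over screen mean plus 3 SD, below that limit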;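 also: 0% = DMSO max control wells and 100% = wells with enzyme stopped by NaOH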
Target sequence (P28562 whole entry, looked up): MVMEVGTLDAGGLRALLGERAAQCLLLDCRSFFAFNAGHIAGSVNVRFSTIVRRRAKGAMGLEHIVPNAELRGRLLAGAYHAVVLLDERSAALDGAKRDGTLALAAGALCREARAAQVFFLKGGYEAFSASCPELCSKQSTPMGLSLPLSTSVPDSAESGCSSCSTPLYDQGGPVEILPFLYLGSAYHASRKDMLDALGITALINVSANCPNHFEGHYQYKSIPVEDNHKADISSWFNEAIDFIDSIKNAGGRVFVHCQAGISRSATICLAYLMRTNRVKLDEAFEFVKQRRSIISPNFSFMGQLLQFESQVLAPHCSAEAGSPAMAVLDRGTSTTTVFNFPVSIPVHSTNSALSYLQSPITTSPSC
HER2 expr 66K: inhibitors of Her2 protein expression, primary screen, SKBR-3 cells, AlphaScreen, 66K library. Receptor tyrosine-protein kinase erbB-2 (Homo sapiens), P04626. AID 645, 2007. 0.69% of 65,000 active. SKBR-3 HER2 protein level, 18-24 h; hits give low values. HER2 level % of control, % at 10 µM;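 active = HER2 level under 5% of the carrier-only control; inconclusive = no clear call, values can overlap the other calls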;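 also: 100% = DMSO carrier and 0% = 500 nM PU-H71 HSP90 inhibitor; lower value means stronger loss of Her2 protein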
Hsp90 inh: tumor Hsp90 inhibitors, primary screen, cell lysate, fluorescence polarization, NCI-N417 lysate; Heat shock protein HSP 90-alpha (Homo sapiens), P07900; Cy3B-geldanamycin FP displacement; inhibition, % at 30 µM; 0.35% of 64,000 active; AID 429, 2006;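 active = inhibition above 50%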;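 also: 0% = tracer plus lysate wells and 100% = tracer alone without lysate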
PKA kinase inh: inhibitors of human PKA kinase activity, primary screen, biochemical, ATP-depletion luminescence, Kemptide substrate; cAMP-dependent protein kinase catalytic subunit alpha (Homo sapiens), P17612; PKA Kemptide phosphorylation, Kinase-Glo ATP luminescence; inhibition, % at 6 µM; 0.1% of 65,000 active; AID 524, 2006;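 active = inhibition above the screen-wide mean inhibition plus 3 SD, cut at about 21% in these data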; also: many of its hits are not listed in these tables
Abs 340nm: compound light absorbance at 340 nm, profiling panel, artefact control, biochemical, MLSMR library, data from PS, PMK, MK assays | 65,000 tested, under 10 active | fold change at 10 µM | compound absorbance at 340 nm, fold over control;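 active = at 10 µM dose, initial 340 nm absorbance at least 2 fold that of control wells; inactive = change under 2 fold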;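 also: initial absorbance extrapolated from kinetic A340 decline of NADH oxidation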
JNK3 blocker: JNK3 kinase activity inhibitors, primary screen, biochemical, human, purified enzyme; Mitogen-activated protein kinase 10 (Homo sapiens), P53779; HTS; inhibition, % at 8 µM; 0.61% of 60,000 active; AID 746, 2007; in the data active = inhibition above about 17%;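 also: 0% = DMSO and 100% = reference inhibitor; many of its hits are not listed in these tables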
Target sequence (P53779 whole entry, looked up): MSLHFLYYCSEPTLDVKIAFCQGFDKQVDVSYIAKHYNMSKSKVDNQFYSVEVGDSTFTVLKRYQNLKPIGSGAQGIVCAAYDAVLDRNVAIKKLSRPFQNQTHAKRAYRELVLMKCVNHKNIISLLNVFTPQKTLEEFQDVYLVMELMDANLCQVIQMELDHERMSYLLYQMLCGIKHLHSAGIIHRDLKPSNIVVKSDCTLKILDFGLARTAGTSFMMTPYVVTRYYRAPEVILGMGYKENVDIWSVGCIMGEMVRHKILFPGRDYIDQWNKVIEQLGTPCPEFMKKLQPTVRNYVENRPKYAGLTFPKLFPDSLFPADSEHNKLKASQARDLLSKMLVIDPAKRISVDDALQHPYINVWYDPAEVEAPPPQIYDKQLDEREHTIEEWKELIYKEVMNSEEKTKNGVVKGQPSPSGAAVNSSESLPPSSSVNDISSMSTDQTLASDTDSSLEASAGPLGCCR
* hit, by the source's call; ? = inconclusive; nt = no result given. These rows are one share of the data. The share of hits here may be higher or lower than overall.

no.	smiles	ROCK2 inh	Cdc25B inh	Autofluor 339	DUSP1 inh	HER2 expr 66K	Hsp90 inh	PKA kinase inh	Abs 340nm	JNK3 blocker
1	CN(C)c1nc2ccccc2c(N)c1-c1ccccc1	4	5	1.1	-7	113	-1	7	1.1	-2
2	COc1ccc(C)cc1NC(=O)CN1CCN(CC(=O)Nc2ccccc2F)CC1	6	-21	0.98	-1	79	2	12	1	-10
3	N#Cc1nc(-c2cccs2)oc1NCc1ccc2c(c1)OCO2	-13	-28	2.4*	-18	86	-3	0	1.1	6
4	N#Cc1nc(Cc2cccc3ccccc23)oc1NCc1ccc(F)cc1	2	-2	1.1	-25	57	-1	4	1	2
5	CC1CCN(CCCNC(=O)C2CCN(S(=O)(=O)N3CCCCC3)CC2)CC1	-2	-18	1.1	16	95	-3	-4	1	-4
6	CCCCCn1c(CN2CCN(C(=O)c3ccco3)CC2)nc2c1c(=O)n(C)c(=O)n2C	8	-2	1	2	107	-3	4	0.99	0
7	Cc1cccnc1NC(=O)c1c(O)c2cccc3c2n(c1=O)CCC3	-5	19	1.5	13	63	-1	4	1.1	3
8	COc1ccc(C(=O)Nc2ccccc2)cc1S(=O)(=O)Nc1cc(C)on1	-1	6	1.1	8	101	-3	5	1	-12
9	Cc1ccc(S(=O)(=O)NCCOCCNS(=O)(=O)c2ccc(C)cc2)cc1	4	-8	1.1	6	99	-4	6	1	-2
10	COc1ccc(NC(=O)C(NS(=O)(=O)c2ccc3c(c2)CCCN3C(C)=O)C(C)C)c(OC)c1 (stereo not drawn)	4	2	1.1	1	77	6	4	1	-3
11	Cn1c(COc2ccc(Cl)cc2)nnc1SCC(=O)NC1CCCCC1	8	-2	1	11	85	1	-1	0.98	2
12	CCOC(=O)C1CCN(S(=O)(=O)c2cc(Br)cc3c2N(C(C)=O)C(C)C3)CC1 (stereo not drawn)	nt	-5	1.1	14	nt	nt	3	1	nt
13	Cc1cc(C)n2nc(SCC(=O)c3cc(C)n(-c4cc(C)on4)c3C)nc2n1	-3	-16	1.1	33	95	-8	5	1	5
14	COc1ccc(-n2nc(C(=O)NCC(=O)NCC3CCCO3)c3ccccc3c2=O)c(OC)c1 (stereo not drawn)	-7	-1	1.1	9	91	-7	-7	1	-6
15	O/N=C1\CCC\C1=C/c1ccco1	6	5	1.4	1	106	-5	5	1.1	4
16	O=C(c1ccco1)N1CCN(C(c2cccs2)c2sc3ncnn3c2O)CC1 (stereo not drawn)	2	-9	1	6	113	-5	6	1.1	3
17	O=c1cc(-c2c(F)c(F)c(F)c(F)c2F)oc2c(F)c(F)c(F)c(F)c12	nt	11	1.1	-7	nt	nt	1	1	nt
18	COc1ccc(C(=O)c2no[n+]([O-])c2C(=O)c2ccc(OC)cc2)cc1	1	1	1	?	-22*	-5	-4	1	1
19	COCCN(C(=O)c1csnn1)C(C(=O)NC(C)(C)C)c1cccc(OC)c1 (stereo not drawn)	-4	14	1.1	5	97	6	-4	1	-9
20	Cc1cc(C)nc(SCCc2ccncc2)n1	nt	-5	1.1	14	100	-3	nt	1	nt
21	CCCCCCn1c(NCC)nc2c1c(=O)n(C)c(=O)n2C	3	2	1.1	29	101	-4	-4	1	-3
22	Cc1cc(C)nc(N(C#N)Cc2ccccc2Cl)n1	-2	-3	1.1	5	109	-2	4	1	3
23	COc1ccc(NC(=O)N(CCN2CCCC2)Cc2cc3cc(OC)c(OC)cc3[nH]c2=O)cc1	2	6	2.1*	2	86	-9	2	1.2	-3
24	O=S(=O)(CCN1CCN(C(c2ccccc2)c2ccccc2)CC1)C(F)(F)F	4	-2	1	3	-2.0*	-3	4	1	-5
25	Cc1ccc(N2C(=O)c3n[nH]c(C)c3C2c2ccco2)cc1 (stereo not drawn)	0	7	1.1	20	113	0	-7	1	1
26	c1cc(-n2cnnn2)ccc1NC1=NCCC1	2	-11	1.1	8	92	-6	4	1	-4
27	CCNCC(O)COCC(O)CNCC (stereo not drawn)	4	-10	1	-6	164	-2	-1	1	-2
28	O=C1CN(C(=O)CC2c3ccccc3-c3ccccc32)CC(=O)N1	3	-19	1.1	6	113	2	8	1.1	0
29	Cn1cc(C(=O)c2ccc(F)cc2)cc1-c1nc2ccccc2n1C	5	-5	1.1	-2	85	0	8	0.99	1
30	COC(=O)c1cc2c(=O)n3cccc(C)c3nc2n(Cc2cccnc2)c1=N	9	4	2.3*	-18	67	-7	2	1	-5
31	Clc1ccc(OCc2nn3c(-c4ccco4)nnc3s2)c(Cl)c1	6	-9	1	-12	95	-2	0	1.1	4
32	CCN(CC)CCCN(Cc1cc2cc(OC)ccc2[nH]c1=O)C(=O)Nc1ccc(F)cc1	nt	1	2*	1	105	-6	5	1.1	nt
33	O=C(CN(CCc1ccccc1)C(=O)CN1C(=O)COc2ccccc21)NCc1ccco1	1	11	0.99	3	66	1	2	0.97	2
34	COc1ccc2nc(NC(=O)CSc3nnc4n3C(C)(C)Cc3ccccc3-4)sc2c1	-1	-4	1.1	27	80	-1	13	1.1	2
35	CCC1(C)Cc2ccccc2-c2nc(NCCO)n(-c3ccccc3)c(=O)c21 (stereo not drawn)	-7	21	2.3*	-12	81	-5	3	1.1	-3
36	O=C(NCc1ccco1)c1cc2nc(-c3ccc4c(c3)OCO4)cc(C(F)(F)F)n2n1	-3	13	3.7*	17	60	4	-1	1	2
37	O=C(CCC1CCCCC1)N1CCN(Cc2ccc3c(c2)OCO3)CC1	-10	-5	1.1	-9	64	1	-1	1	8
38	CSc1cccc(NC(=O)c2ccco2)c1	2	-10	1.1	2	63	0	0	1.1	4
39	CC(CN1CCCCC1)OC(=O)c1ccc(Cl)cc1 (stereo not drawn)	4	1	1.1	-30	75	-1	6	1	2
40	COCCNC(=O)c1ccc(NS(C)(=O)=O)cc1	6	0	1.1	-1	52	0	6	1	3
41	Cc1ccc(N2C(=O)c3ccc(C(=O)N4CCN(c5ccccc5F)CC4)cc3C2=O)cc1	3	-1	1.1	13	95	-3	2	1	5
42	CCc1ccc(NC(=O)NCCN2CCc3ccccc3C2)cc1	2	-1	1.1	-14	94	-8	4	1	4
43	COc1ccc(NCc2nnc(SCC(=O)Nc3cc(C)cc(C)c3)o2)cc1	-14	3	1.1	6	106	14	-5	1	-13
44	CC(C)(C)n1nnnc1C(c1cc2cc3c(cc2[nH]c1=O)OCO3)N1CCN(c2ccccc2)CC1 (stereo not drawn)	8	16	3*	34	89	-4	12	1.1	-3
45	O=C(CCCC(=O)N(CC(=O)NC1CCCC1)C1CCCC1)Nc1ccccn1	-1	4	1.1	-10	48	0	2	1	-1
46	O=C(CSc1nnc(-c2ccc3c(c2)OCCO3)o1)N1CCCC1	-6	-8	1.2	9	85	-3	-5	1	-4
47	COC(=O)CSc1nnc2c(C)cc3cc4c(cc3n12)OCCO4	5	-1	0.82	-13	95	1	8	1	-5
48	O=c1cc(CO)oc(C(Nc2ccccn2)c2ccccc2F)c1O (stereo not drawn)	-2	-6	1	5	81	0	-9	1.1	2
49	Cc1cnc(NC(=O)CSc2nnc(Cc3ccccc3)o2)s1	7	-3	1.1	-6	128	2	12	1	7
50	COc1nc(OC)nc(N2CCC(NC(=O)C(Cc3ccc(C(C)C)cc3)NC(C)=O)CC2)n1 (stereo not drawn)	4	-18	1.1	-1	57	1	8	0.99	1
51	[O-][N+]1=c2ccc(Nc3ccccc3)cc2=NC12CCCCC2	2	-9	1	21	-17*	46	10	1.1	6
52	CCOC(=O)N1CCN(C(=O)C(C)N(c2ccc(Oc3ccccc3)cc2)S(C)(=O)=O)CC1 (stereo not drawn)	4	-15	1.1	8	123	-3	4	1	-2
53	COc1ccc(-c2cc(C(F)(F)F)n3nc(C(=O)N4CCCCC4)cc3n2)cc1	nt	-6	2.3*	11	100	nt	nt	1.1	nt
54	CC(C)Oc1ccc2c3c(c(=O)oc2c1)CCC3	3	-12	2.1*	6	49	-3	3	1.1	1
55	COc1ccc(OC)c(NC(=O)C2C3CCC(C3=C(C)C)C2C(=O)O)c1 (stereo not drawn)	3	-4	1.1	3	130	1	0	1.1	-3
56	CC(C)n1c(N2CCN(CC(=O)Nc3ccc4c(c3)OCCO4)CC2)nc2ccccc21	-1	-15	1.2	6	96	-4	0	0.96	2
57	O=C(c1ccccc1)n1c(=S)nc2ccccn21	-15	-18	1.1	-32	49	-3	-4	1.1	1
58	CCn1c(=O)cc(SCC(=O)NCc2ccc3c(c2)OCO3)c2ccccc21	nt	-8	1.2	11	90	-6	10	1.1	nt
59	O=C1CN(C(=O)CN2CCOCC2)C(c2ccccc2)c2cc(Br)ccc2N1 (stereo not drawn)	-1	-2	1.1	5	83	-3	4	1	4
60	Cc1ccc(C)c(Cc2c(C)nc3c(C(=O)N4CCOCC4)cnn3c2C)c1	3	-15	3.8*	10	95	-3	11	1	0
61	Cc1ccc(-n2nnnc2SCC(=O)c2cc(C)n(CC3CCCO3)c2C)cc1 (stereo not drawn)	1	-2	1.1	18	73	-4	10	1	-3

Arranged by value in Cdc25B inh (largest number first): 3 of the compounds above
No.	SMILES	Cdc25B inh
32	CCN(CC)CCCN(Cc1cc2cc(OC)ccc2[nH]c1=O)C(=O)Nc1ccc(F)cc1	1
24	O=S(=O)(CCN1CCN(C(c2ccccc2)c2ccccc2)CC1)C(F)(F)F	-2
55	COc1ccc(OC)c(NC(=O)C2C3CCC(C3=C(C)C)C2C(=O)O)c1 (stereo not drawn)	-4
